PPC-1+TRAIL kill: compounds killing PPC-1 cancer cells with TRAIL present (potentiator screen, no TRAIL-free arm); PPC-1 cells + TRAIL, ATPLite viability luminescence; cell killing (% activity), % at 4 µM; 220,000 tested, 0.41% active; AID 1443;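 active = cell killing above 50% in the first pass at 4 µM, then a duplicate retest at 5 µM averaging 50% or more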;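 note: plate controls were cells with TRAIL plus DMSO for no effect and medium-only wells lacking cells for full effect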
TRPML3 ag: agonists of human TRPML3 channel | 220,000 tested, 0.29% active | AID 1448 | activation, % at 3 µM | HEK293 TRPML3-YFP, Fluo-8 calcium fluorescence; 100% = the carbachol control signal;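 active = activation above its plate's cutoff, the mean activation of the plate's test wells plus 3 SD, cut at about 12% in these data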;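 note: 0% = DMSO only wells and 100% = carbachol wells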
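Material: HEK293 cells stably carrying human TRPML3-YFP; compound dosing: single dose, 3 µM final nominal compound, 0.3% DMSO final; incubation: 1-h 37 °C dye load, 5-s basal, 120-s post-compound reads; technique: Fluo-8 intracellular calcium fluorescence, excitation 470-495 nm, emission 515-575 nm; read-out basis: percent activation from peak-to-basal fluorescence ratio, scaled between DMSO and carbachol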
Mdm2 ligase inh: inhibitors of human Mdm2 E3 ubiquitin ligase. cell-based MDM2 ubiquitination luciferase reporter, 2 h; 0 = plate control, 100 = twice control, blank-subtracted. signal enhancement, % at 5 µM. 210,000 tested, 0.11% active;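 active = signal enhancement of 30% or more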;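 note: luminescence tracks abundance of the self-degrading MDM2-luciferase fusion protein; higher signal means inhibition of MDM2 E3 ligase activity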
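Assay system: mammalian cells stably expressing self-ubiquitinating, self-degrading MDM2 E3–luciferase fusion. Quantity: 2000 cells in each well. Medium: DMEM culture medium. Compound dosing: single-point 5 µM. Timing: cell settling 4 h, compound treatment 2 h, both 37 °C. Technique: luciferase luminescence. Read-out basis: percent signal gain over controls, blank-subtracted. Benchmarks: plate controls and plate blanks.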
p47phox inh: inhibitors of human p47phox binding. inhibition, % at 24.7 µM. p47phox/p22phox peptide binding, fluorescence polarization, 2 h. AID 1274. 220,000 tested, 0.53% active;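 active = inhibition above about 30%, limit read from the data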;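 note: 0% = p47phox with labelled peptide and 100% = labelled peptide alone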
Target sequence (P14598 whole entry, looked up): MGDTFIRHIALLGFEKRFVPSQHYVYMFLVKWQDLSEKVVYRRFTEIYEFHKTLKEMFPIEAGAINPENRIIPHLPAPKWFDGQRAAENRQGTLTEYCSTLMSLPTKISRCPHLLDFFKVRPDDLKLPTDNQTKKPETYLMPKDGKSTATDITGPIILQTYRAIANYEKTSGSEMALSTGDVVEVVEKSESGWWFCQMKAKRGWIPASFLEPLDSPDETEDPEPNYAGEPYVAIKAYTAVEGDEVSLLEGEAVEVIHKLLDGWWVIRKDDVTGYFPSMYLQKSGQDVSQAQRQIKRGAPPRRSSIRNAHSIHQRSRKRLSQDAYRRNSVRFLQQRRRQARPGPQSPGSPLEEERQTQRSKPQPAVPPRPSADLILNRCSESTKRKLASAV
CHOP inhibitor: inhibitors of CHOP induction in ER stress response; inhibition, % at 10 µM; 220,000 tested, 3.8% active; CHO-K1 CHOP-promoter luciferase, tunicamycin-induced, 15-18 h; AID 2732;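 active = compounds that reduced the stress-induced luciferase reporter signal by more than about 70% of percent inhibition, limit read from the data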;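 note: 0% = tunicamycin plus vehicle and 100% = wells without tunicamycin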
Runt-SMMHC FRET: Runt domain-CBFb-SMMHC interaction inhibition | inhibition, % at 20 µM | Cerulean-Runt/Venus-CBFb-SMMHC FRET ratio 530/480, 1 h | 220,000 tested, 0.74% active | Q01196+Q13951;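 active = mean inhibition across duplicate retests at 20 µM reaching about 50%, limit read from the data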;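 note: 0% = DMSO wells and 100% = wells with excess untagged CBFb-SMMHC; inhibitors lower the FRET ratio by blocking Runt binding to CBFb-SMMHC; some results filed as inactive read as strong as hits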
EBV gp42 inh: inhibitors of Epstein-Barr virus glycoprotein 42; Fluorescence polarization binding assay, mP read-out; inhibition, % (tested at 21.74 µM); 220,000 tested, 0.42% active; AID 1085; in the data active = inhibition above about 50%
Target sequence (Q1HVG2 whole entry, looked up): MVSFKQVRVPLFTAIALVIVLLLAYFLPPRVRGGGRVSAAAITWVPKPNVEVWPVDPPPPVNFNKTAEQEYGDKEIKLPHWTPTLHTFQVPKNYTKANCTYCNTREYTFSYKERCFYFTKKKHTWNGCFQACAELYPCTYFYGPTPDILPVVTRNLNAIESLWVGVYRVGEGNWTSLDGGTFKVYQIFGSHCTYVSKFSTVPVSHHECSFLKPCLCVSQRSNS
TNF death inh: inhibitors of TNF-alpha induced necroptosis in Jurkat FADD-/- cells; Jurkat FADD-/- TNF necroptosis rescue, ATP luminescence, 24 h; 0 = TNF only, 100 = no-TNF cells; 220,000 tested, 0.068% active; activation (protection from cell death), % at 10 µM;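 active = activation, meaning protection from cell death, of at least 50% relative to plate controls; inactive = activation below 50%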;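 note: necroptosis triggered by 40 ng/mL TNF-alpha added together with compound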
TRPN1 ag: agonists of zebrafish TRPN1 channel; HEK293 zebrafish TRPN1-YFP, Fluo-8 calcium fluorescence; 100% = response to 87 µM carbachol; activation, % at 3 µM; 220,000 tested, 0.18% active;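 active = activation above its plate's cutoff, the mean activation of test wells on that plate plus 3 SD, cut at about 19% in these data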;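 note: 0% = DMSO alone and 100% = 87 µM carbachol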
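Control set: carbachol 87 µM as high control, DMSO as low control; system: HEK293 stable line with zebrafish TRPN1-YFP; read-out: % activation versus carbachol response; detection: intracellular calcium fluorescence with Fluo-8; doses: single test compound dose, 3 µM nominal, 0.3% DMSO; schedule: dye 1 h 37 °C plus 30 min RT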
Starred values were filed as active, the others as inactive; nt = no result given; [ ] = remark or other dose. Hits appear at their usual frequency; about 5.9% have a hit in one of these screens.

SMILES	PPC-1+TRAIL kill	TRPML3 ag	Mdm2 ligase inh	p47phox inh	CHOP inhibitor	Runt-SMMHC FRET	EBV gp42 inh	TNF death inh	TRPN1 ag
Cc1ccc(CCN2C(=O)c3ccccc3C2C(=O)NCc2cccnc2)cc1 (centres undefined)	16	-0.3	-21	-2	15	-2	-10	-0.9	0.9
CCCCC/C=N/NC(=O)c1[nH]c2ccc([N+](=O)[O-])cc2c1C	-7	0.4	-16	-5	40	4	1	-1.8	-0.6
Oc1c(Br)cccc1/C=N/Nc1c(F)c(F)c(F)c(F)c1F	-13	0.9	11	-8	90*	0	1	0.3	1.9
CC(=O)c1cccc(NC(=S)Nc2ccn(Cc3cccc4ccccc34)n2)c1	-1	-0.4	-6	-11	40	-3	-7	-3.1	0.2
Clc1ccc(OCc2nc(-c3ccccn3)n[nH]2)cc1	21	0.1	0	-7	43	-6	5	-3.8	1.5
O=C(COc1ccc(Cl)cc1Cl)Nc1ccc(Cl)cn1	59*[5 µM]	-0.6	10	-2	57	-1	-22	3.9	-0.2
C/C(=N/NC(=O)c1ccc(Br)o1)C(C)C	13	1.2	5	-9	-7	-18	-12	1.1	-0.1
COc1cccc(OCc2nnc(SC)n2C)c1	33	0.3	-5	-1	-11	-15	-5	-2.0	0.9
COc1ccccc1N1CCN(/N=C\C(Br)=C\c2ccccc2)CC1	28	0.6	-3	-6	3	-6	5	-4.5	-0.4
CCOc1ccccc1NC(=O)CSC1=C(C#N)C(c2ccco2)C(C(=O)Nc2nc3ccccc3s2)=C(C)N1 (centres undefined)	16	0.8	-9	-66	38	-4	-49	-1.6	-0.3
CC(C)NC(=O)/C(=C/c1ccco1)c1ccccc1	1	0.1	-23	-6	8	0	-11	-2.3	-0.1
COc1ccc(CCN2C(=O)CC(NNC(=O)c3ccc(F)cc3)C2=O)cc1OC (centres undefined)	22	1.1	-8	3	5	3	-25	1.9	0.9
COc1cc(CNc2ccccc2SC)ccc1O	6	0.5	-2	-2	-19	4	-6	-2.3	-0.1
Cc1c(NC(=O)c2cccc(-c3cc4ccccc4oc3=O)c2)cccc1-c1nc2ncccc2o1	19	0.7	-16	-34	32	-1	-34	-7.3	-0.5
C=CCN=C1SC(C)(C)C(=O)N1S(=O)(=O)c1ccc(C)cc1	15	0.2	-15	-4	3	-1	-9	-0.4	-0.3
CCOC(=O)c1ccc(NC(=O)CSCc2ccco2)cc1	10	0.1	-7	-30	-9	7	-11	0.0	0.2
O=c1c2c3c(sc2ncn1Cc1ccc(F)cc1)CCC3	-22	-0.5	-4	-18	24	-7	-15	93*	-0.6
CC(C)OC(=O)CC(=O)CSc1nc2c(c(-c3cccs3)c1C#N)CCC2	-2	0.9	-12	-62	3	7	-35	3.5	1.0
CC(C)CNS(=O)(=O)c1cc(C(=O)OCC(=O)c2ccc3c(c2)OCCO3)c(Cl)cc1Cl	19	0.3	8	-21	-5	2	-8	1.0	1.5
Cc1cccc(OCc2nnc(SCC(=O)N3c4ccccc4CCc4ccccc43)o2)c1	18	0.3	nt	-17	55	3	-18	-5.1	2.1
COc1ccc(-n2cc(C(=O)O)c3ccccc3c2=O)cc1	18	1.2	-7	-19	15	0	-8	0.1	-1.2
COc1ccc(CCN2C(=O)C3CC(C)=C(C)CC3C2=O)cc1OC (centres undefined)	4	0.4	-21	-7	19	4	-2	-0.3	-0.6
Cc1ccc(-c2c(C(=O)NCc3ccc(F)cc3)oc(=O)c3ccccc23)cc1	26	0.2	-8	-7	17	4	8	0.3	-1.5
Cc1c(C(=O)Nc2nnc(C(F)(F)F)s2)oc2ccccc12	-17	nt	-21	0	nt	-3	-18	nt	nt
Cn1cc(C(=O)c2ccc(Cl)cc2)cc1-c1nc2ccccc2n1C	-6	0.3	-20	nt	nt	-1	nt	-10	3.2
CC1(C)CC(NC(=O)COc2ccc3ccccc3c2)CC(C)(C)N1	6	0.9	-9	-4	-10	-2	1	0.9	1.9
Nc1cc2nc3ccccc3oc-2cc1=O	15	2.8	-13	-2	0	-12	-4	-15	5.5
O=C1CS/C(=N/N=C/c2ccccc2)N1Cc1ccco1	-3	0.9	-15	-7	10	-1	-6	5.1	2.2
O=C(CSc1nnc(-c2ccc(S(=O)(=O)N3CCCC3)cc2)o1)NCC1CCCO1 (centres undefined)	19	0.3	-6	-1	1	2	-4	1.6	0.3
COc1ccc(-c2nc(C#N)c(N3CCN(c4ccccc4)CC3)o2)cc1	9	1.3	-17	-11	17	0	-13	-0.1	1.1
Cc1cccc(Cc2nnc(CCC(=O)NCc3ccncc3C)o2)c1	2	0.4	-10	7	4	-1	9	1.5	0.5
Cc1nc2[nH]c(=O)c3c(n2n1)NC1=C(C(=O)CC(C)(C)C1)C3c1ccc(F)cc1 (centres undefined)	16	0.4	-13	-5	11	100*	-5	-0.2	2.5
COc1ccc(CNC(=O)COC(=O)c2ccccc2C(=O)c2ccccc2)cc1	20	0.4	-6	7	21	0	-6	1.4	-1.3
CC(Oc1ccccc1F)C(=O)/C=C/N(C)C (centres undefined)	-35	0.2	16	-15	55	5	-23	-1.6	1.5
Nc1ncnc(Nc2c(F)cccc2F)n1	7	-0.6	-8	-11	12	-3	-12	2.7	-0.7
CC(=O)Nc1ccc(S(=O)(=O)Nc2ccc3c(c2)OCCO3)cc1Cl	8	3.8	-1	-10	23	-1	-1	-4.8	11
Cc1cccc(NC(=O)c2cccs2)n1	10	-0.4	-23	-1	0	-1	-17	1.5	-0.7
COc1cccc(C(=O)N/N=C/c2cn[nH]c2-c2ccc(OC)cc2OC)c1	16	0.0	-17	-16	20	3	-9	-1.4	1.9
c1ccc(-n2c(Cc3cn4ccsc4n3)nnc2N2CCOCC2)cc1	1	-0.5	-10	3	19	-1	-13	-1.7	-0.8
O=C(CNS(=O)(=O)c1ccc(Br)s1)Nc1ccc2c(c1)OCCO2	2	-0.2	-11	-5	0	-2	-23	1.9	0.7
O=C(NC(Cc1ccccc1)c1nc2ccccc2[nH]1)C1CC(=O)N(c2ccc3c(c2)OCCO3)C1 (centres undefined)	8	-0.4	-12	-22	9	6	-65	-5.6	-1.2
CCOCCCNCC(=O)Nc1ccccc1N1CCOCC1	-6	0.5	4	-27	-24	0	-13	-1.5	-0.9
Cc1ccc(CNc2nc(-c3cccs3)nc3ccccc23)cc1	9	0.1	-3	-17	62	4	-20	3.5	-0.1
CCCCC(=O)NS(=O)(=O)c1ccc(N=NN2CCCCC2)cc1	9	0.7	-4	17	20	1	-4	1.7	-0.3
NNC(=S)NC1CCS(=O)(=O)C1 (centres undefined)	16	-1.2	-13	-10	-8	-7	-25	1.0	-1.0
O=C(NC(=O)N1CCN(C(c2ccccc2)c2ccccc2)CC1)c1ccccc1	16	-0.3	nt	-13	28	2	-2	0.4	0.0
CC1=Nc2ccccc2/C1=C\c1nc(-c2ccc(C(F)(F)F)cc2)oc1O	1	0.5	-12	-250	-24	-75	40	-0.2	1.0
CCOc1ccc(-c2c(=O)n(OCc3nc4ccccc4[nH]3)c3ccccc3[n+]2[O-])cc1	8	-0.1	-15	0	2	-6	-15	-4.1	0.1
Cc1cccc(N2C(=O)CC(N3CCN(Cc4ccc5c(c4)OCO5)CC3)C2=O)c1 (centres undefined)	8	-0.2	0	-10	-16	3	-19	-1.7	0.7

Shown with two lines to a compound: 12 of the compounds above.
Values run as follows: PPC-1+TRAIL kill	TRPML3 ag	Mdm2 ligase inh	p47phox inh	CHOP inhibitor	Runt-SMMHC FRET	EBV gp42 inh	TNF death inh	TRPN1 ag
Nc1ncnc(Nc2c(F)cccc2F)n1
    7	-0.6	-8	-11	12	-3	-12	2.7	-0.7
CC(=O)Nc1ccc(S(=O)(=O)Nc2ccc3c(c2)OCCO3)cc1Cl
    8	3.8	-1	-10	23	-1	-1	-4.8	11
Cc1cccc(NC(=O)c2cccs2)n1
    10	-0.4	-23	-1	0	-1	-17	1.5	-0.7
COc1cccc(C(=O)N/N=C/c2cn[nH]c2-c2ccc(OC)cc2OC)c1
    16	0.0	-17	-16	20	3	-9	-1.4	1.9
c1ccc(-n2c(Cc3cn4ccsc4n3)nnc2N2CCOCC2)cc1
    1	-0.5	-10	3	19	-1	-13	-1.7	-0.8
O=C(CNS(=O)(=O)c1ccc(Br)s1)Nc1ccc2c(c1)OCCO2
    2	-0.2	-11	-5	0	-2	-23	1.9	0.7
O=C(NC(Cc1ccccc1)c1nc2ccccc2[nH]1)C1CC(=O)N(c2ccc3c(c2)OCCO3)C1 (centres undefined)
    8	-0.4	-12	-22	9	6	-65	-5.6	-1.2
CCOCCCNCC(=O)Nc1ccccc1N1CCOCC1
    -6	0.5	4	-27	-24	0	-13	-1.5	-0.9
Cc1ccc(CNc2nc(-c3cccs3)nc3ccccc23)cc1
    9	0.1	-3	-17	62	4	-20	3.5	-0.1
CCCCC(=O)NS(=O)(=O)c1ccc(N=NN2CCCCC2)cc1
    9	0.7	-4	17	20	1	-4	1.7	-0.3
NNC(=S)NC1CCS(=O)(=O)C1 (centres undefined)
    16	-1.2	-13	-10	-8	-7	-25	1.0	-1.0
O=C(NC(=O)N1CCN(C(c2ccccc2)c2ccccc2)CC1)c1ccccc1
    16	-0.3	nt	-13	28	2	-2	0.4	0.0
